# UPR XBP1 act = activators of adaptive XBP1 UPR arm, primary screen, cell-based, CHO-XBP1 luciferase reporter, luminescence, uHTS. IRE1-XBP1 UPR activation; percent of tunicamycin response, DMSO as zero. activation, % at 20 µM. 330,000 compounds, 0.33% hits;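 active = versus positive control, 20 µM dose yields 30% or more activation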;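 note: 100% = tunicamycin at 10 µg/mL and 0% = DMSO only wells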
#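 assay system = CHO-XBP1 luciferase reporter cells | amount = 1000 cells/well | buffer or medium = F12 plus 10% FBS | compound dosing = single point, 20 µM final compound, 1% DMSO | incubation = 16-18 h cell attachment at 37 °C, then 6 h compound exposure | detection = Steady-Glo luminescence read | controls = tunicamycin 10 µg/mL and vehicle-only wells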
# APJ ag = agonists of human apelin receptor APJ, primary screen, CHO-K1 cells, PathHunter beta-arrestin, luminescence; activation, % at 20 µM; P35414; 0% DMSO wells, 100% apelin; 330,000 compounds, 0.11% hits;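 active = activation more than six SD over the plate average, tested at 20 µM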;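 note: 0% = DMSO alone and 100% = apelin-13 at 10 nM; some results filed as inactive read as strong as hits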
# Target sequence (P35414 whole entry, looked up): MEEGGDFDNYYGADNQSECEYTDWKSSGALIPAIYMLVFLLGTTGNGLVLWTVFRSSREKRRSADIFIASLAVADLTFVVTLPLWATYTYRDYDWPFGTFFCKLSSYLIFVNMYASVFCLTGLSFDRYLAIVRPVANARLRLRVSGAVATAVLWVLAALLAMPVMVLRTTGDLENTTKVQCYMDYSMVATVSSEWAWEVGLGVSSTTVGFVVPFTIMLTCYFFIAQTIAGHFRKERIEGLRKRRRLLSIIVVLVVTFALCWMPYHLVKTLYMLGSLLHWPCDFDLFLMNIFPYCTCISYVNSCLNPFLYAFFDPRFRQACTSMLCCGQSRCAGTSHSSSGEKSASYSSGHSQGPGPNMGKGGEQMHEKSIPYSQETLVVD
#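 Test system: CHO-K1 APJ beta-arrestin complementation cell line. Amount: cell density 1000 per well. Controls: DMSO negative, 10 nM Apelin-13 positive. Signal: luminescent beta-gal fragment complementation, chemiluminescent substrate. Read-out basis: agonist-driven arrestin binding to APJ. Timing: compound stimulation 90 min at 25 °C, detection 60 min.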
# TIM10 inh = growth inhibitors of isogenic TIM10 control yeast, primary screen, counter-screen for tim10-1 yeast inhibitor project, luminescence, uHTS | S. cerevisiae TIM10 strain growth, BacTiter-Glo luminescence, 24 h | AID 463195, 2010 | inhibition, % at 10 µM | 330,000 compounds, 1.4% hits;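 active = inhibition of 40% or more at the single tested concentration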;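 note: wild-type TIM10 isogenic control strain grown at permissive 25 °C; 0% = DMSO yeast wells and 100% = minimal medium wells without yeast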
# Mdm2-MdmX inh = inhibitors of human Mdm2-MdmX association, primary screen, cell-based, luminescence, split luciferase, SaOS-2, uHTS; SaOS-2 split-luciferase Mdm2/MdmX complementation; inhibition, % at 8 µM; 330,000 compounds, 3% hits;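 active = inhibition of at least 50% at 8 µM in the primary screen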
# tim23-1 inh = growth inhibitors of tim23-1 mutant yeast, primary screen, luminescence, uHTS. S. cerevisiae tim23-1 growth, BacTiter-Glo luminescence, 24 h. inhibition, % at 20 µM. 330,000 compounds, 1.3% hits;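 active = growth inhibition of the mutant yeast at or above 50%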;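 note: temperature-sensitive mutant grown at 25 °C; plate controls were DMSO-treated mutant yeast for no effect and medium wells lacking yeast for full effect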
# tim10-1 inh = growth inhibitors of tim10-1 mutant yeast, primary screen, luminescence, uHTS; S. cerevisiae tim10-1 ts strain growth, BacTiter-Glo, 24 h; inhibition, % at 20 µM; 330,000 compounds, 2.2% hits; AID 463190, 2010;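 active = inhibition of at least 40%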;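 note: mutant grown at 25 °C; 0% = DMSO wells with yeast and 100% = wells holding no yeast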
# CXCR6 block = CXCR6 receptor inhibitors, primary screen, cell-based, beta-arrestin, luminescence, CHO-K1 PathHunter, 1536-well | inhibition, % at 20 µM | 360,000 compounds, 0.36% hits | AID 602244, 2012; in the data active = inhibition above about 34%, passing the limit was not always enough;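 note: antagonist mode with CXCL16 agonist at 10 nM final; 0% = 10 nM CXCL16 with DMSO and 100% = unstimulated wells without agonist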
# Target sequence (O00574 whole entry, looked up): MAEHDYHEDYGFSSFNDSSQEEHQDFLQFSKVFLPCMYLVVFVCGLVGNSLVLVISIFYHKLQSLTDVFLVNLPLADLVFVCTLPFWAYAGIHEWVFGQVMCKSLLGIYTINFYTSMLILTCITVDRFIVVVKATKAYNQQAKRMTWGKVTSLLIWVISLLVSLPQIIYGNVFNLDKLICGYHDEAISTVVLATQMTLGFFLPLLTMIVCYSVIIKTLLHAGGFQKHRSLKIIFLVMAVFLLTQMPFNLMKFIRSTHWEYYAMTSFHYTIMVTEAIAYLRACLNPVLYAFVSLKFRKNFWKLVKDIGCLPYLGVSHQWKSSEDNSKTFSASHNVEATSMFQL
# APJ antagonist = antagonists of human apelin receptor APJ, primary screen, CHO-K1 cells, beta-arrestin complementation, luminescence; P35414; inhibition, % at 20 µM; 330,000 compounds, 0.32% hits;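 active = inhibition above about 40% at 20 µM, limit read from the data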;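 note: cells challenged with 10 nM apelin-13 agonist together with compound; plate controls were apelin-13 plus DMSO wells for no effect and DMSO wells lacking apelin-13 for full effect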
# CHOP UPR activ = activators of apoptotic CHOP UPR arm, primary screen, cell-based, CHO-CHOP luciferase reporter, luminescence, uHTS | UPR activation; percent of tunicamycin response over DMSO baseline | activation, % at 10 µM | 330,000 compounds, 0.34% hits | AID 449763, 2010;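 active = at 10 µM dose, activation of 40% or more, normalized to positive control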;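 note: 100% = tunicamycin at 10 µg/mL and 0% = DMSO alone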
#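 measured by = luciferase luminescence | assay system = CHO-CHOP cells, stable luciferase reporter of PERK-eIF2a-CHOP signalling | amount = 500 reporter cells seeded per well | timing = 6 h compound exposure at 37 °C after overnight seeding | controls = positive tunicamycin 10 µg/mL, negative DMSO alone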
# Active calls of the source: *; . = not tested or not shown.
# The line under a structure holds: UPR XBP1 act	APJ ag	TIM10 inh	Mdm2-MdmX inh	tim23-1 inh	tim10-1 inh	CXCR6 block	APJ antagonist	CHOP UPR activ
CC(=O)Nc1ccc(NC(=O)CCC(=O)OCC(=O)c2ccc(F)cc2)cc1
  -3	6	-4	24	3	15	4	12	0.0
COCCOC(=O)c1c(C)nc(SCC(=O)Nc2cccc3ccccc23)c(C#N)c1-c1ccco1
  -1	-4	9	34	17	33	4	-2	-2.6
S=C(Nc1ccccc1)Nc1ccc(Cl)cn1
  -1	-1	34	-22	-2	18	-4	-2	2.9
O=[N+]([O-])c1cccc(-c2nc(-c3cccs3)c(-c3cccs3)[nH]2)c1
  3	-2	38	8	14	28	-6	11	3.4
FC(F)(F)c1cccc(Nc2ncnc3ccccc23)c1
  -3	0	-1	42	94*	19	9	2	2.9
CC(C)C1/C(=N/O)CC(c2ccccc2)NC1c1ccccc1 (stereo not drawn)
  1	5	5	45	11	18	1	10	-0.7
CN(c1ccccc1)S(=O)(=O)c1cccc(NC(=O)CCNC(=O)c2ccccc2)c1
  -3	1	9	1	6	6	-3	-3	3.2
CN(C)S(=O)(=O)c1cc(C(=O)Nc2ccccc2C(=O)NC2CC2)ccc1Cl
  6	-1	-3	-9	21	15	10	12	-0.9
CCCC(=O)Oc1ccc(N(C(=O)CCC)S(=O)(=O)c2cccc([N+](=O)[O-])c2)cc1
  -3	8	14	17	39	15	2	-34	0.2
O=C(C1CCCN(S(=O)(=O)c2cccc3nonc23)C1)N1CCN(c2cccc(Cl)c2)CC1 (stereo not drawn)
  -1	7	23	29	28	17	7	9	3.2
Cc1ccc(S(=O)(=O)N2CCOCC2)cc1NC(=O)c1cc2ccccc2oc1=O
  2	-3	-8	39	-19	3	2	3	-0.1
COc1ccc2cc3cc(C(=O)N4CC(C)CC(C)C4)oc3nc2c1 (stereo not drawn)
  -1	-3	30	-46	46	56*	-4	12	6.9
Cc1cc(=O)oc(C)c1C(=O)NCC1COc2ccccc2O1 (stereo not drawn)
  0	-7	2	15	4	32	2	-5	1.1
CCOC(=O)c1cc(-c2ccc(Cl)cc2)nc2c1c(=O)[nH]c(=O)n2CCOC
  1	0	18	22	15	-1	7	17	-1.5
CN1CCN(c2ccc(NC(=O)c3ccc(-c4ccccc4F)o3)cc2)CC1
  6	-4	5	-71	6	6	-3	9	3.4
CCCCN(C)CCCNC(=O)c1cc(=O)[nH]c2ccc(S(=O)(=O)N3CCCCC3C)cc12 (stereo not drawn)
  -3	-3	13	2	6	13	3	18	-1.6
C=C(C)CC(Nc1ccc(OC)cc1)c1ccco1 (stereo not drawn)
  -2	-1	-8	0	10	-3	3	2	-1.8
c1ccc(-c2ccccc2OCCOCCN2CCc3ccccc3C2)cc1
  -3	-4	30	15	-3	22	6	3	1.3
CSc1ccc(S(=O)(=O)N2CCC(C(=O)Nc3cccnc3)CC2)cc1
  -3	-2	1	13	0	-18	-4	11	2.9
COc1ccc(NS(=O)(=O)c2cc3c4c(c2)CCN4C(=O)CC3)cc1OC
  -1	-2	-4	41	14	2	-10	9	1.7
CCOC(=O)c1[nH]c(C)c(C(=O)OCC(=O)N2CCc3ccccc32)c1C
  13	0	8	-1	13	5	0	-1	-0.9
O=S1(=O)N=C(N(CCO)/N=C/c2ccccc2F)c2ccccc21
  -3	-4	10	6	21	-3	-1	-12	1.6
COc1ccc(OC)c(/C=N/NC(=O)CN2CCSCC2)c1
  2	7	-4	-20	15	10	5	-2	-1.6
O=C(CN1CCSCC1)N/N=C/c1ccc(Cl)cc1
  1	-1	-11	-9	9	19	.	18	1.3
CN(C)S(=O)(=O)N1C(=O)c2ccccc2C1=O
  -7	-2	-12	26	11	2	9	5	-0.2
Cn1ccnc1CC(O)(c1ccccc1)c1ccccc1
  -2	-1	16	-2	9	5	-1	8	1.7
S=C(NCc1ccco1)N1CCN(c2ccccc2Cl)CC1
  5	1	17	11	46	39	-8	5	-0.8
CCn1c2ccccc2c2cc(NC(=O)c3ccccc3[N+](=O)[O-])ccc21
  1	1	4	17	12	4	4	8	0.0
Cc1ccc(-n2c(C)cc(/C=N/NC(=O)CN(c3ccc(C)cc3C)S(C)(=O)=O)c2C)cc1
  -3	1	2	36	10	8	-4	3	-2.4
COc1ccc(/C=C(/C#N)C(=O)Nc2ccccc2C)cc1C(=O)O
  -1	-2	6	19	20	22	1	-11	1.1
COc1ccc(C2/C(=C(/O)c3ccccc3)C(=O)C(=O)N2CCCN2CCOCC2)cc1 (stereo not drawn)
  0	-2	-13	19	10	14	-4	20	3.1
CCS(=O)(=O)Nc1cccc(C2=NN(S(=O)(=O)c3ccc(F)cc3)C(c3cccs3)C2)c1 (stereo not drawn)
  -2	-3	9	-15	13	8	0	6	1.1
CSc1cccc(NC(=S)N(CCC(C)C)C2CCN(C(C)C)CC2)c1
  -2	0	-11	14	1	9	3	6	0.5
Cc1cc(C)cc(NC(=O)CSc2nnc(-c3ccc(S(=O)(=O)N4CCCC4)cc3)o2)c1
  0	-1	-2	5	9	9	8	25	0.5
COc1ccccc1NC1=NC(CO)(CO)CS1
  -2	-3	-2	6	-8	6	6	7	-1.1
COc1ccc(CCN(C)CCC(=O)Nc2c(C)cc(C)cc2C)cc1OC
  2	-5	5	-2	-3	10	1	-7	-0.9
CCC(=O)Nc1ccc(C(=O)NNC(=O)c2ccc([N+](=O)[O-])cc2)cc1
  -2	3	-4	24	5	1	14	6	0.2
CCCCCCCCCC(=O)N/N=C/c1ccc(C)s1
  -1	3	4	10	15	17	-8	5	-1.8
N#C/C(=C(/O)c1ccc([N+](=O)[O-])cc1)c1nc2ccccc2[nH]1
  4	-4	-20	40	-6	3	8	19	8.4
O=C(O)/C=C/c1ccc(S(=O)(=O)NCc2ccco2)cc1
  -4	-2	-5	10	17	-5	5	9	-2.4
Cc1cccc(N2CCN(C(=O)c3cccs3)CC2)c1C
  -4	-2	11	-3	37	7	6	-12	1.8
CCOCCn1c(CN2CCCCC2C)nc2c1c(=O)n(C)c(=O)n2C (stereo not drawn)
  -1	0	-8	14	-11	-19	1	16	1.0
Cc1cc2cc(CNC(=O)c3ccc(S(=O)(=O)N4CCOCC4)cc3)ccc2n1C
  -2	3	-5	11	12	8	-1	0	1.7
Cc1cccc(C)c1OCc1nc2ccccc2[nH]1
  0	0	-3	21	19	27	-5	-28	-1.2
Cc1cccc(NC(=O)CSc2nc3nc(C)cc(C)n3n2)c1
  0	-1	-13	-1	9	-10	0	14	0.1
Cc1ccccc1OCc1nc2ccccc2c(=O)n1/N=C/c1ccco1
  2	-2	-15	3	3	20	6	-21	1.0
CCc1nc2ccccc2c(C(=O)OCC(=O)Nc2cccc(S(=O)(=O)NC3=NCCCCC3)c2)c1C
  10	-1	6	40	7	3	5	-28	-0.1
COc1ccc(Cl)cc1NC(=O)C/C(C)=N/NC(=O)CC#N
  -2	6	11	22	-7	7	2	11	-1.5
CC(C)(C)c1ccc(C(=O)NNC(=O)c2ccc(Cl)cc2)cc1
  -1	6	-15	-5	9	-16	3	-7	4.4
CC(C)(C)NC(=O)COC(=O)c1c2c(nc3ccccc13)CCC2
  -4	1	-4	1	-4	6	-11	-18	3.7
COc1cc(C(=O)N2CCN(C3CCC(C)CC3)CC2)cc(OC)c1OC (stereo not drawn)
  -3	-4	2	17	-6	-18	2	-11	-0.7
CCNC(=O)C(=O)NCCC1CCCCN1S(=O)(=O)c1cccs1 (stereo not drawn)
  -1	-4	8	-28	3	6	-2	0	1.0
Fc1ccc(-c2nc(-c3cccs3)no2)cc1
  3	-3	-9	-24	5	8	-6	-5	5.6
Cc1c(CC(=O)NCCCCCC(=O)O)c(=O)oc2c(C)c3oc4c(c3cc12)CCCC4
  0	-2	11	10	-35	36	10	-1	1.9
Cc1ccccc1C(=O)NNC(=O)c1ccoc1C
  -2	-5	-14	7	-8	3	-1	20	-0.6
Cc1ccc(Nc2nc(-c3ccncc3)nc3ccccc23)cc1
  14	2	-11	34	6	19	-7	5	15
CCCCn1c(N)c(N(CCC(C)C)C(=O)c2ccc(-c3ccc([N+](=O)[O-])cc3)o2)c(=O)[nH]c1=O
  2	-6	7	-5	21	14	-6	-9	1.4
O=C(Cn1cnc2ccccc2c1=O)NCC(=O)N1CCN(Cc2ccc3c(c2)OCO3)CC1
  0	5	-8	-21	6	3	-2	10	1.2
Cc1ccc(OCCC(=O)N(CC(=O)Nc2ccccc2C(F)(F)F)Cc2ccco2)cc1
  -2	5	14	19	30	18	3	-7	-1.1
COc1cc(CC(=O)NNC(=O)c2cc(C)oc2C)cc(OC)c1OC
  0	0	4	-17	-5	10	-4	-5	-1.1

# Two consecutive compounds out of the list so far, for reference:
# The line under a structure holds: UPR XBP1 act	APJ ag	TIM10 inh	Mdm2-MdmX inh	tim23-1 inh	tim10-1 inh	CXCR6 block	APJ antagonist	CHOP UPR activ
Cc1cc(C)cc(NC(=O)CSc2nnc(-c3ccc(S(=O)(=O)N4CCCC4)cc3)o2)c1
  0	-1	-2	5	9	9	8	25	0.5
COc1ccccc1NC1=NC(CO)(CO)CS1
  -2	-3	-2	6	-8	6	6	7	-1.1

# (more compounds)
# The line under a structure holds: UPR XBP1 act	APJ ag	TIM10 inh	Mdm2-MdmX inh	tim23-1 inh	tim10-1 inh	CXCR6 block	APJ antagonist	CHOP UPR activ
CCOC(=O)c1ccc(NC(=S)NCCCN2CCCC2=O)cc1
  -3	-4	10	28	-11	7	1	8	-1.2
COC(=O)CN1C(=O)N(c2ccccc2)C(N(O)C(=O)Nc2ccccc2)C1(C)C (stereo not drawn)
  -1	-1	-18	-3	1	4	-4	-6	1.7
CCCCN1C(=O)C2ON(c3ccccc3C)C(c3ccco3)C2C1=O (stereo not drawn)
  -1	0	6	-7	33	-27	-2	14	-0.6
O=C1CSC(c2cccc(Cl)c2Cl)N1c1ccccn1 (stereo not drawn)
  0	-6	15	20	13	18	2	10	-1.5
O=C(Cc1ccc(Cl)cc1)Nc1ccc2c(c1)C(=O)NC2=O
  -1	-1	8	18	5	7	-14	-1	0.7
CN(C)Cc1cc(C(C)(C)c2cc(CN(C)C)c(O)c(CN(C)C)c2)cc(CN(C)C)c1O
  -1	-1	-12	26	-8	-1	-4	-11	0.4
O=C(CSc1ccc2nnc(CCNC(=O)c3ccccc3)n2n1)Nc1ccc(F)cc1F
  -3	-4	7	20	8	5	2	5	0.5

# High-throughput results deposited in PubChem BioAssay by Sanford-Burnham Center for Chemical Genomics.

# Not all compounds are listed; rates above refer to the full screens.
